Tb PYK inh – blocks Trypanosoma brucei pyruvate kinase. Q57TT1. TbPYK enzyme, Kinase-Glo Plus ATP luminescence, 45 min. Potency, µM (doses to about 76.8 µM), for inactives: at the top dose activity, negative = inhibition, hits mostly inhibitors. hit rate 0.12% among 410,000; further: potency means the concentration at half of the fitted maximal effect; on the % scale 0 is the no-effect control and ±100 the full control effect; nearly all actives have a fitted effect of over 50% in size
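Readout: single end-point luminescence (Kinase-Glo Plus, 10 min). Reaction conditions were TbPYK/substrate plus 130 uM ADP, 45 min at RT, pH 7.2 TEA buffer. No-enzyme wells served as controls, and data were normalized before concentration-response fitting.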
Pf growth 96h – inhibits malaria parasite growth, 96 h; P. falciparum luciferase reporter growth, 96 h; Potency, µM (top dose mostly 28.7 µM), inactives show at the top dose activity change, negative = inhibition, usual class: inhibitors; hit rate 6.9% among 320,000; AID 504834; further: potency means the concentration at half of the fitted maximal effect; on the % scale 0 is the no-effect control and ±100 the full control effect
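Plates of compound plus infected erythrocytes (2% hematocrit, 0.05% parasitemia final) incubate 96 hours, 37 C, 5% CO2. Detection reagent added; reduced luminescence from the parasites' luciferase reporter flags inhibition.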
AMA1-RON2 inh – inhibitors of Plasmodium falciparum AMA1-RON2 interaction. AlphaScreen AMA1-biotinylated RON2 peptide binding. Potency, µM (series often up to 58.2 µM), without a hit: at the highest dose activity change, negative = inhibition, most hits filed as inhibitors. hit rate 0.2% among 360,000. AID 720542;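 further: potency means the concentration at half of the fitted maximal effect; 0% = vehicle wells and -100% = peptide control; nearly all actives have a fitted effect of over 45% in size; some results filed as inactive show a strong effect at the top dose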
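AMA1 (3D7) with his tag at 25 nM final met compounds first, then biotinylated RON2 peptide at 25 nM; detection used donor plus acceptor beads, 10 µg/mL apiece, read by AlphaScreen after 30 min at room temperature.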
CHX counter – counter-screen hit for Shiga toxin inhibitors, cycloheximide | cell reporter, cycloheximide protein synthesis inhibition counterscreen | max response, % | hit rate 12% among 300,000 | AID 2314; in the data active means max response mostly above about 13%, no sharp cut-off; inactive means mostly below about 14%; further: read at 38.3 µM for the half of the compounds with a filed dose; 0% is about no effect
LmPK inhibitor – inhibitors of Leishmania mexicana pyruvate kinase; hit rate 0.37% among 290,000; Q27686; purified LmPK, Kinase-Glo ATP luminescence, 1 h; AID 1721; Potency, µM (titrated, usually from 57.5 µM), for the others: at the top dose activity change, negative = inhibition, most hits filed as inhibitors; further: potency means the concentration at half of the fitted maximal effect; on the % scale 0 is the no-effect control and ±100 the full control effect
Target sequence (Q27686 whole entry, looked up): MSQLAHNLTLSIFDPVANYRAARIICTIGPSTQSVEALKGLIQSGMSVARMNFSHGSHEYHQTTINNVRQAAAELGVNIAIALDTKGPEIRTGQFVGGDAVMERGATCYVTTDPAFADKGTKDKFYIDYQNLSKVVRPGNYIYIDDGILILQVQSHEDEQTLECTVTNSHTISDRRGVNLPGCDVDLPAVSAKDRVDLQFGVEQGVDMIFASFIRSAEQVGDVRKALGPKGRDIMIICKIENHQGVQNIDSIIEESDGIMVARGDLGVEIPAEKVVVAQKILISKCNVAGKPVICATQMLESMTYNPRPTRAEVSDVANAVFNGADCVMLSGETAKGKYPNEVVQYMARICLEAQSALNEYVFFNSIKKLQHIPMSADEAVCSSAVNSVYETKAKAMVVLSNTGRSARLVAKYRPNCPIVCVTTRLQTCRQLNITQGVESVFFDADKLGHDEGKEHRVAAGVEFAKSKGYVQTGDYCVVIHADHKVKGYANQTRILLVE
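Screened at intermediate enzyme activity to detect both inhibitors and activators: LmPK at 0.1 nM, with a 0.5 nM enzyme column as activation reference. PEP 0.5 mM, ADP 0.1 mM; ATP detected by luminescence after 1 h.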
Pf growth 48h – P. falciparum growth inhibition at 48 hours (one generation) | P. falciparum luciferase growth in erythrocytes, 48 h | Potency, µM (doses to about 28.7 µM), for the others: top-dose activity change, negative = inhibition, hits mostly inhibitors | hit rate 5.9% among 310,000 | AID 504832; further: potency means the concentration at half of the fitted maximal effect; on the % scale 0 is the no-effect control and ±100 the full control effect
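Here the parasites carry a stable luciferase gene and grow inside erythrocytes in Albumax-based RPMI medium with compound for one erythrocytic cycle. Activity is scored as loss of luminescent signal.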
Shiga inhibitor – blocks Shiga toxin action in Vero cells; AID 2315; hit rate 9.2% among 290,000; Vero cells, Shiga toxin protein synthesis inhibition reporter; inhibition, % at 38.7 µM; in the data active means inhibition mostly above about 28%, no sharp cut-off; inactive means mostly below about 43%; further: 0% is about no effect
Starred values were filed as active, the others as inactive; ? = inconclusive; . = not tested or not shown; [ ] = another dose, or the depositor's remark. Unless noted, the call rests on the fitted dose curve; in most records, active means well fitted curve in the direction sought with a large enough effect; inconclusive means small, poorly fitted or top-dose-only effect, or another doubt; inactive means no such curve, though single readings can be large; an effect the other way counts as inactive or inconclusive.

SMILES	Tb PYK inh	Pf growth 96h	AMA1-RON2 inh	CHX counter	LmPK inhibitor	Pf growth 48h	Shiga inhibitor
COc1ccccc1C(=O)NC(=S)Nc1cc(C(=O)O)ccc1C	-7.8%	-4.8%	18.7%	5.4	-5.1%	19.3%	22.9
CCN(CC(=O)NCc1cccs1)C(=O)c1ccc(-c2ccccc2F)o1	0.7%	?	11.7%	.	.	-29.4%	.
Cc1cc(=O)oc(C)c1C(=O)NNC(=O)C1(C)CC1Br (configuration not stated)	-2.3%	31.9%[activator]	10.9%	-1.5	0.7%	40.9%[activator]	-4.5
COc1ccc(Cl)cc1NC(=S)NN1CCOCC1	29.5%	12.9%	?	5.2	0.6%	27.3%	-9.9
Cc1ccc(CN(C(=O)c2cc3ccccc3oc2=O)C2CCS(=O)(=O)C2)cc1 (configuration not stated)	-1.1%	-20.1%	-2.9%	38.8*	-13.4%	0.5%	73.3*
COc1ccccc1NC(=O)CN1CCN(Cc2ccccc2)CC1	-5.2%	.	15.0%	3.3	-1.2%	-9.7%	10.2
CC(=O)Nc1ccc(S(=O)(=O)Nc2nc3ccccc3nc2Sc2nncn2C)cc1	-1.2%	.	44.6%[activator]	25.7*	-0.1%	6.3%	116.5*
Cc1ccc(NC(=O)CN2CCc3ccccc3C2)cc1S(=O)(=O)N1CCOCC1	-9.6%	?	3.3%	5.6	-3.0%	-8.5%	-4.6
Cc1cccc(C(=O)NNC(=O)c2csc(N3CCOCC3)n2)c1C	-12.1%	36.3%[activator]	68.1%[activator]	.	.	2.6%	.
CCn1nc(C(=O)N[C@@H](CCSC)c2nc3ccccc3[nH]2)c2ccccc2c1=O	5.4%	?	1.3%	24.7*	16.3%	.	23.0
COc1ccc(C(c2nnnn2C2CCCCC2)N2CCN(c3ccccc3F)CC2)cc1 (configuration not stated)	-8.0%	-91.7%	-18.7%	9.0	-0.8%	?	13.9
CCCCC(=O)NC(Nc1ccc(C)cn1)(C(=O)OCC)C(F)(F)F (configuration not stated)	1.3%	9.6%	2.4%	-5.7	-2.8%	-8.6%	7.3
CCOc1ccc(NC(=O)CS(=O)CC(=O)NC2CCCc3ccccc32)cc1 (configuration not stated)	-1.4%	?	0.7%	-0.6	-5.4%	-13.0%	7.4
CC1=NNC(=O)C1CCC(=O)N/N=C\c1cccc(Cl)c1 (configuration not stated)	-7.1%	0.3%	-0.2%	1.4	-5.2%	19.1%	24.7
COc1cc2c(cc1OC)C(C)N(C(=O)CCNC(=O)c1ccccc1)CC2 (configuration not stated)	9.5%	?	16.3%	8.6	-8.8%	3.1%	-16.9

3 records drawn at random from the list so far, as already listed:
SMILES	Tb PYK inh	Pf growth 96h	AMA1-RON2 inh	CHX counter	LmPK inhibitor	Pf growth 48h	Shiga inhibitor
Cc1cc(=O)oc(C)c1C(=O)NNC(=O)C1(C)CC1Br (configuration not stated)	-2.3%	31.9%[activator]	10.9%	-1.5	0.7%	40.9%[activator]	-4.5
COc1ccccc1C(=O)NC(=S)Nc1cc(C(=O)O)ccc1C	-7.8%	-4.8%	18.7%	5.4	-5.1%	19.3%	22.9
COc1ccc(C(c2nnnn2C2CCCCC2)N2CCN(c3ccccc3F)CC2)cc1 (configuration not stated)	-8.0%	-91.7%	-18.7%	9.0	-0.8%	?	13.9

(next part)
SMILES	Tb PYK inh	Pf growth 96h	AMA1-RON2 inh	CHX counter	LmPK inhibitor	Pf growth 48h	Shiga inhibitor
CSc1ccc(CN(C)C(=O)CSCC(=O)Nc2cc(C)on2)cc1	-6.7%	2.5%	64.7%[activator]	6.8	-2.5%	?	-9.8
c1ccc(C2c3c(ccc4ccccc34)Oc3ncn4nc(-c5ccco5)nc4c32)cc1 (configuration not stated)	-4.0%	?	4.5%	-0.9	2.4%	-8.5%	-1.4
O=C(O)C1C2C=CC(C2)C1C(=O)Nc1ccc(Cl)c(Cl)c1 (configuration not stated)	-6.4%	?	5.1%	-2.5	3.6%	-9.9%	-5.7
CCOC(=O)c1ccc(NC(=O)COc2ccc(S(=O)(=O)NC(C)CC)cc2)cc1 (configuration not stated)	1.7%	10.4µM*	1.5%	4.6	-0.2%	?	-9.6
COc1ccc(N(C(=O)c2ccco2)C(C(=O)NC2CCCC2)c2ccc(OC)c(OC)c2)cc1 (configuration not stated)	2.3%	9.6%	-5.6%	-3.6	-0.6%	-4.1%	-7.2
O=C(Cn1nnc(-c2ccccc2F)n1)Nc1ccc(C(=O)N2CCOCC2)cc1	-4.9%	98.2%[activator]	-3.0%	-1.4	2.6%	6.5%	12.2
CCN(C(=O)COC(=O)c1ccc2ccccc2c1)c1c(N)n(Cc2ccccc2)c(=O)[nH]c1=O	2.5%	?	-9.5%	.	.	?	.
Cc1ccc(-c2nn(-c3ccccc3)cc2/C=N/NC(=O)CSc2nnc(C)n2-c2ccccc2)cc1	-1.5%	-3.0%	-2.5%	35.8*	-0.2%	?	54.4*
COc1ccccc1NC(=S)NNC(=O)c1nn(C)c(C)c1Cl	?	12.6%	-9.0%	34.0*	1.0%	.	30.1
N#Cc1ccccc1Cn1cc(C(=O)c2ccco2)c2ccccc21	2.5%	?	-6.3%	47.2*	0.2%	?	23.5*
CCOC(=O)C1CCCN(C(=O)/C=C/c2ccc([N+](=O)[O-])cc2)C1 (configuration not stated)	-1.9%	?	-3.6%	-1.4	0.0%	6.0%	-3.7
C[C@H](NC(=O)c1nc[nH]c1C(=O)N(C)Cc1ccccc1)C(=O)OC(C)(C)C	-1.0%	85.1%[activator]	36.2%[activator]	.	.	30.4%[activator]	.
Cc1cc(C)cc(N(CC(=O)NC2CCCC2)C(=O)CNC(=O)c2cccs2)c1	-1.8%	-15.9%	-5.5%	-2.8	2.1%	-14.4%	-12.1
COc1ccccc1/C=N/NC(=O)c1nnn(-c2nonc2N)c1-c1cccs1	1.2%	105.0%[activator]	75.3%[activator]	-0.9	-0.6%	8.4%	-4.3
Cc1cc2c(cc1[N+](=O)[O-])NC(CNC(C)C)CC2 (configuration not stated)	-5.8%	?	10.9%	-6.7	-0.1%	?	-5.4
CCCN(CCC)CCCNC(=O)CS(=O)Cc1nc(-c2ccc(OC)c(OC)c2)oc1C (configuration not stated)	5.0%	27.6%	13.5%	-2.5	2.1%	3.8%	15.7
C[n+]1ccc(/C=C/c2c[nH]c3ccc(F)cc23)cc1	-17.6%	?	5.5%	-2.0	1.7%	0.37µM*	-4.2
N=c1c(C(=O)NCc2ccco2)cc2c(=O)n3ccccc3nc2n1Cc1ccc(Cl)cc1	1.8%	2.33µM*	4.4%	16.9	2.1%	10.4µM*	28.6
COc1ccc(N2CCN(C(CNC(=O)C(=O)NCCCn3ccnc3)c3ccco3)CC2)cc1 (configuration not stated)	-1.5%	?	-18.6%	-2.7	2.5%	?	-3.5
Nc1ccc(OCCc2ccccc2)cc1	-10.7%	?	-9.7%	30.8*	-3.8%	?	29.0*
CCN(CC)CCNC(=O)Cn1cnc2sc(C)c(S(=O)(=O)N3CCN(c4ncccn4)CC3)c2c1=O	-5.6%	-0.6%	-1.9%	-2.3	7.0%	1.7%	-7.0
CCOC(=O)CN1C(=O)C2(OCCCO2)c2ccccc21	-3.8%	0.0%	-4.8%	-2.5	-7.9%	-0.9%	-2.7
CCCCCCCCCCCCCCCC(=O)OC(CC(=O)O)C[N+](C)(C)C (configuration not stated)	1.1%	-12.0%	2.0%	.	.	1.0%	.
CCCn1nnc(NC(=S)NC(=O)Cc2ccccc2)n1	-7.7%	?	88.2%[activator]	7.0	0.5%	?	18.5
CN(C)S(=O)(=O)c1cccc(-c2nnc(SCc3cc(Cl)cc4c3OCOC4)n2N)c1	-21.0%	377.4%[activator]	-11.7%	5.1	-2.9%	?	12.0
CN1C(=O)/C(=C/c2cc(C(C)(C)C)c(O)c(C(C)(C)C)c2)NC1=S	-0.2%	?	52.6%[activator]	24.9	4.7%	?	-5.4
Cc1ccc(N(CCCCN2C(=O)c3ccccc3C2=O)C(=O)c2ccc(Cl)s2)cc1	-5.4%	-19.6%	-16.1%	-2.9	-3.3%	17.1%	1.5
CCSC(C)CC1C/C(=N/O)c2c(C)noc2C1 (configuration not stated)	1.3%	-7.5%	-1.6%	0.7	-2.0%	?	-22.3
CNC(=O)Oc1ccc(N(C)C)cc1C(C)C	1.8%	?	0.0%	-2.4	-2.1%	?	-4.3
CCC(CC)C(=O)c1c[nH]c(C(=O)NN)c1	2.6%	-19.7%	78.1%[activator]	5.7	-5.2%	229.5%[activator]	-12.4
Cn1nc(-c2ccccc2)c2nc3ccccc3nc21	2.7%	-3.6%	31.3%[activator]	7.7	0.4%	9.1%	2.6
CCCCCCNS(=O)(=O)c1ccc(NC(=O)C2CCCO2)cc1 (configuration not stated)	-11.5%	?	0.4%	-5.5	2.3%	-15.2%	-12.0
CCOC(=O)c1cnn(-c2nc(SC)nc3sc4c(c23)CCCC4)c1N	-2.7%	.	-2.7%	-0.8	3.3%	?	-15.6
COc1cccc(S(=O)(=O)NCc2ccc(C(=O)Nc3ccc(Cl)cc3)cc2)c1	-22.4%	0.5%	-3.5%	-4.2	1.3%	-9.0%	0.7
CC1Cc2ccccc2N1C1=CC(=O)CC(C)(C)C1 (configuration not stated)	-7.3%	-10.1%	6.3%	-7.1	0.0%	-2.8%	-6.8
CN1CCN(CCNC(=O)Nc2ccccc2C(F)(F)F)CC1	-6.3%	-13.6%	-4.6%	0.3	3.3%	8.5%	-8.2
Cc1cc(C)c2c(N)c(S(=O)(=O)Cc3ccccc3)sc2n1	-15.9%	18.9%	5.2%	1.3	0.0%	.	1.0
CN(CC(=O)Nc1ccccc1Cl)C(=O)c1cc(-c2cccs2)nn1-c1ccccc1	6.3%	-8.8%	20.9%	.	.	-3.0%	.
O=C(CN1CCC(NC(=O)c2ccccc2F)CC1)NCc1ccc(F)cc1	-7.1%	.	21.8%	-3.3	-1.8%	13.1µM*	17.8
CC(C)(C)C(=O)NC(=S)Nc1sc2c(c1C(N)=O)CCC2	-3.4%	?	31.5%[activator]	22.4*	-0.3%	49.5%[activator]	23.0
Cc1ccc(C(=O)CSc2nc3ccccc3c(=O)[nH]2)cc1	-1.9%	14.7%	-2.7%	14.9*	11.5%	.	4.9
O=C(CCNS(=O)(=O)c1ccc2ccccc2c1)NCCOc1ccccc1	-6.4%	-7.6%	-11.3%	.	.	24.4%	.
O=C(O)CCCCCCNS(=O)(=O)c1ccccc1	.	10.1%	9.3%	-5.0	13.7%	.	1.1

One compound at a time (already shown). Screens in order: Tb PYK inh, Pf growth 96h, AMA1-RON2 inh, CHX counter, LmPK inhibitor, Pf growth 48h, Shiga inhibitor
O=C(CN1CCC(NC(=O)c2ccccc2F)CC1)NCc1ccc(F)cc1 as listed: -7.1%, ., 21.8%, -3.3, -1.8%, 13.1µM*, 17.8
CN(CC(=O)Nc1ccccc1Cl)C(=O)c1cc(-c2cccs2)nn1-c1ccccc1 as listed: 6.3%, -8.8%, 20.9%, ., ., -3.0%, .
CN1CCN(CCNC(=O)Nc2ccccc2C(F)(F)F)CC1 as listed: -6.3%, -13.6%, -4.6%, 0.3, 3.3%, 8.5%, -8.2

Screens from PubChem.
